# D1 antagonist – blocks dopamine activation of the human D1 receptor; activity change, negative = inhibition, % at 10 µM; 3.2% of 360,000 active; HEK293 TREx D1 cells, calcium flux, dopamine EC80; active compounds read low; AID 504652; P21728; in the data active = activity change below about -30%; note: % is set by controls: 0 for no effect and ±100 for the full control effect
# Target sequence (P21728 whole entry, looked up): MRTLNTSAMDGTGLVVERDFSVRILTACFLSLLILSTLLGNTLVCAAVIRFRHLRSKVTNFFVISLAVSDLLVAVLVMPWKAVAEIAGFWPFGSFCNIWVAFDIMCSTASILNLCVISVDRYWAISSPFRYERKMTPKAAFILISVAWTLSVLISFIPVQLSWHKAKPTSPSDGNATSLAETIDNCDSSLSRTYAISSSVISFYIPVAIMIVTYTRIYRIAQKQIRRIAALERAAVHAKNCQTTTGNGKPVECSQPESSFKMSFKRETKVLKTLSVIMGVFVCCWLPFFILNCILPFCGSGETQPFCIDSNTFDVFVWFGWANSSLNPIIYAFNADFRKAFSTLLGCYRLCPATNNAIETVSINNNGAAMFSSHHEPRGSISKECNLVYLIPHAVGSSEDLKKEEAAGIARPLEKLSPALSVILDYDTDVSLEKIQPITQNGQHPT
#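 Allosteric or orthosteric antagonism assessed as attenuation of the calcium response to EC80 dopamine, added 180 s after compound, in induced HEK293 Trex D1 cells loaded with no-wash calcium dye.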
# D2 antag – antagonists of human D2 dopamine receptor. P14416. HEK293 TREx D2 cells, calcium flux, dopamine EC80. inhibition, % at 10 µM. 2% of 340,000 active; in the data active = inhibition above about 30%; note: 0% is about no effect
#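 Overnight-induced (tetracycline, 30 C) HEK293 T-REx cells carrying force-coupled D2 receive a no-wash calcium dye, then compound, then EC80 dopamine at 180 s; signals are read kinetically throughout.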
# TRHR enhancer – allosterically enhances the human TRH receptor; TRHR cells, fluo-8 calcium fluorescence, EC20 TRH enhancement; enhancement, % at 2 µM; 0.66% of 360,000 active; in the data active = enhancement above about 30%; note: 0% is about no effect
# Target sequence (P34981 whole entry, looked up): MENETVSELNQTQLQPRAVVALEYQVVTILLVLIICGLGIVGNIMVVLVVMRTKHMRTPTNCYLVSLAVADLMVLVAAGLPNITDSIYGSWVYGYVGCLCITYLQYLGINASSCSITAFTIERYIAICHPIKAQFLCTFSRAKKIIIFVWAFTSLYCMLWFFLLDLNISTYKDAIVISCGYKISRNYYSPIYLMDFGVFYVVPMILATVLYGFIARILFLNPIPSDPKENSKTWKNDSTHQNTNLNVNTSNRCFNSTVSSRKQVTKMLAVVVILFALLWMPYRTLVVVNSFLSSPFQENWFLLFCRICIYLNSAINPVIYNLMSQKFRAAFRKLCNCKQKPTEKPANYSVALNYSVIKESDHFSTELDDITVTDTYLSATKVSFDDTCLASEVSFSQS
#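 TRHR-expressing cells loaded with fluo-8 calcium dye were read kinetically (ex 480/em 530) during compound addition, then stimulated with an EC20 of TRH (10 nM final). Enhancement of the Gq-mediated intracellular calcium response was scored.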
# TRHR agonist – agonists of human TRH receptor. P34981. TRHR cells, calcium flux fluo-8, FDSS agonist mode. activation, % at 2 µM. 0.18% of 360,000 active. AID 493084; note: 0% is about no effect
#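 TRHR-expressing cells loaded with fluo-8 calcium dye; 23 nL library compound pin-transferred, kinetic FDSS fluorescence (Ex 480/Em 530) recorded about 180 s for agonist-induced calcium release, before a 10 nM TRH EC20 addition for potentiator mode.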
# D1 potentiator – human D1 dopamine receptor positive modulation | AID 504651 | potentiation, % at 10 µM | P21728 | 0.036% of 360,000 active | HEK293 TREx D1 cells, calcium flux, dopamine EC20 potentiation; in the data active = potentiation above about 30%; note: 0% is about no effect
# D2 PAM – positively modulates the human D2 dopamine receptor allosterically | HEK293 T-REx D2, calcium flux, EC20 dopamine potentiation | potentiation, % at 10 µM | 0.34% of 340,000 active;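 active = potentiation over 3 SD above the plate norm, cut at about 30% in these data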; note: 0% is about no effect
#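 Calcium flux readout, no-wash dye, 1 read/s. Inducible HEK293 Trex D2 line, overnight 30 C. Compound alone 180 s (agonist flags), then EC20 dopamine, another 180 s to score potentiation.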
# D1 agonist – agonists of human D1 dopamine receptor. P21728. HEK293 T-REx D1 cells, calcium flux, agonist mode. activation, % at 2 µM. 1% of 360,000 active. AID 504660; note: 0% is about no effect
#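 Tetracycline-induced HEK293 TREx D1 cells, force-coupled to calcium signalling, were dye-loaded with a no-wash calcium kit. Compound was pin-added after a 10 s baseline. Fluorescence was read kinetically at 1 cycle/s for 180 s, with calcium rises flagged as agonism.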
# RXFP1 antag – RXFP1 (human) relaxin receptor antagonism; HEK293-RXFP1, relaxin-stimulated cAMP HTRF, 30 min; active compounds read low; activity change, negative = inhibition, % at 57.5 µM; 0.59% of 350,000 active; AID 1259400;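 active = activity change of -60% or lower, but not beyond a set lower limit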; note: % is set by controls: 0 for no effect and ±100 for the full control effect
# D2 agonist – D2 dopamine receptor (human) agonism. P14416. HEK293 T-REx D2 cells, calcium flux agonist mode. activation, % at 2 µM. 0.53% of 340,000 active. AID 485358;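 active = activation over 3 SD above normal in the single-dose calcium agonist read, cut at about 30% in these data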; note: 0% is about no effect
#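 Agonism is scored from calcium flux in a force-coupled, inducible HEK293 cell line expressing D2, read kinetically for 180 s after compound addition against dopamine controls.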
# * marks the source's active call; other numbers are inactive results; / = no result given; & = joins results of further samples. Cut-off read from the data, not from the text of the source, unless noted: active = activation above about 30%; inactive = the rest.
SMILES,D1 antagonist,D2 antag,TRHR enhancer,TRHR agonist,D1 potentiator,D2 PAM,D1 agonist,RXFP1 antag,D2 agonist
Cc1cc(S(=O)(=O)NCc2cccnc2)ccc1-n1cnnn1,5,-12,-4,0.7,-4,5,1,-12,1.6
CSc1cccc(NC(=O)CSc2ccc(Cl)cc2)c1,-11,0,0,-0.3,-5,-19,3,4,0.6
COc1ccc(CC(=O)c2ccc(OC)c(OC)c2)cc1,2,-10,-1,-0.8,2,0,3,-3,1.0
CC(C)(Oc1ccc(Cl)cc1)C(=O)OCC(=O)Nc1ncc(Cl)cc1Cl,-7,-24,6,0.3,0,-5,0,30,0.6
Cc1cc(-c2ccccc2)n2ncc(C#N)c2n1,1,-15,-5,-0.3,/,-5,1,/,-1.2
c1ccc(N2CCN(Cc3cccn3-c3nnc(N4CCN(C5CCCCC5)CC4)s3)CC2)cc1,-3,/,-8,1.8,-7,-4,5,/,15
NC(=O)C1CCN(C(=O)c2ccc3nc(-c4ccccc4)c(-c4ccccc4)nc3c2)CC1,13,5,10,0.1,10,-3,0,4,0.0
CC(C)[C@H](NC(=O)OC(C)(C)C)C(=O)N/N=C/c1cccc2nccnc12,/,-4,7,-0.3,-3,27,1,-1,-0.5
CN(CCOc1ccccc1)C(=O)C1CCC(=O)N(CCCN2CCCC2=O)C1 (stereo not drawn),-6,9,-5,0.8,-5,2,6,-2,-0.1
O=C(c1cnn2c(C(F)(F)F)cc(-c3cccs3)nc12)N1CCN(Cc2ccccc2)CC1,0,4,-2,-0.2,-5,-7,1,19,-0.4
Cc1cc(NC(=O)CSc2ncccn2)no1,1,-9,-4,0.5,14,-10,3,14,0.1
O=C(Nc1cnn(Cc2ccc(Cl)cc2Cl)c1)c1cc(-c2cccs2)on1,-20,-7,0,1.8,-6,-5,7,-20,0.0

# Part of the list above, tab-delimited:
Compound	D1 antagonist	D2 antag	TRHR enhancer	TRHR agonist	D1 potentiator	D2 PAM	D1 agonist	RXFP1 antag	D2 agonist
CC(C)(Oc1ccc(Cl)cc1)C(=O)OCC(=O)Nc1ncc(Cl)cc1Cl	-7	-24	6	0.3	0	-5	0	30	0.6
Cc1cc(-c2ccccc2)n2ncc(C#N)c2n1	1	-15	-5	-0.3	/	-5	1	/	-1.2

# Later entries:
SMILES,D1 antagonist,D2 antag,TRHR enhancer,TRHR agonist,D1 potentiator,D2 PAM,D1 agonist,RXFP1 antag,D2 agonist
Cc1ccc(O)c(NC(=O)CCSc2nc(-c3ccco3)cc(C(F)(F)F)n2)c1,-14,/,13,0.3,-6,3,1,-33,0.1
COc1ccc(OC)c2c1CC(C)(C)NC2=O,2,1,1,0.5,0,16,2,/,1.6
COc1cccc(Cn2nnc3c(=O)[nH]c(C4CCCN(C(=O)c5ccccc5Cl)C4)nc32)c1 (stereo not drawn),33,/,3,0.1,14,/,6,-10&-11,/
Cc1c(CC(=O)O)c(=O)oc2cc(OCc3nn[nH]n3)ccc12,-11,4,-4,0.2,-10,-1,1,1,0.5
O=C(NCCSc1c[nH]c2ccccc12)c1ccc(Br)o1,-14,-5,-4,-0.4,1,4,1,-10,-2.5
CCCCn1c(SCc2ccc(C(=O)OC)o2)nc2cc(S(N)(=O)=O)ccc21,-8,-1,-7,-1.3,-3,0,2,-23,0.6
COc1cccc(CCNc2ccc(N3C(=O)CC(C)C3=O)cc2[N+](=O)[O-])c1 (stereo not drawn),-2,-9,5,-2.3,-5,6,8,-4,-1.7
CCNC(=O)NC(=O)C(C)Sc1ncc(C(F)(F)F)cc1Cl (stereo not drawn),3,-5,-1,-0.5,-3,-13,-1,-6,1.0
CCN(CC)C(=O)c1cc2c(=O)c3cc(Cl)ccc3oc2nc1C,-18,3,73*,-2.0,-4,11,4,9,-3.6
Cc1ccc(CNC(=O)c2ccccc2CCc2ccccc2)cc1,33,-3,8,0.5,-4,-6,4,3,-1.1
COC(=O)c1ccc(Cn2nc(-c3cc(C)ccc3C)ccc2=O)cc1,2,-2,1,-0.9,-4,-1,10,-4,-0.1
COc1ccc(NC2=NCC(=O)N2c2ccccc2)c(OC)c1,4,-8,15,0.6,-2,-4,-1,6,-0.3
Nc1nnc(CC(=O)N/N=C\c2ccc(-c3cccc(Cl)c3)o2)s1,11,8,2,0.0,-5,-14,0,-13,1.6
O=C(NCc1cccnc1)C1c2ccccc2C(=O)N1C1CCCCCCC1 (stereo not drawn),-18,1,-6,-0.3,-4,10,3,9,-0.6
CSCCC1NC(=O)N(CC(=O)Nc2cccc3ccccc23)C1=O (stereo not drawn),-6,10,2,0.2,-7,8,1,-5,-0.2
Cn1c(SCC(=O)NCC2CCCO2)nnc1-c1cccc(NC(=O)c2ccccc2F)c1 (stereo not drawn),0,2,8,0.3,-8,8,3,-3,0.4
CC(C)CN(CC(C)C)C(=O)CS(=O)(=O)Cc1ccccc1,-10,6,-8,0.2,-9,-7,5,-7,-1.0
Cc1ccc(Sc2c(C)nn(C(=O)COc3ccccc3)c2C)cc1,-10,/,17,-1.3,-3,16,21,/,-1.7
COC(=O)c1cc(NS(=O)(=O)c2cccs2)cc(NS(=O)(=O)c2cccs2)c1,-23,-5,-8,0.0,1,-2,3,15,-0.3
CC(NC(=O)COC(=O)CCc1ccccc1)c1ccccc1 (stereo not drawn),1,35*,-2,-0.9,1,-25,0,-2,-0.8
Cc1ccc(CNC(=O)c2ccc(Br)o2)cc1,-1,4,-3,-1.2,-4,-6,5,1,-2.5
CCn1cc(/C=C(\NC(=O)c2ccc(C)cc2)C(=O)NCCN2CCOCC2)c2ccccc21,-3,6,2,0.5,1,8,1,-5,-0.6
O=C(N/N=C1\CCc2ccccc21)c1ccccc1O,-7,-9,1,0.8,2,-17,0,-4,0.4
CN1CCN(CCCNC(=O)CCc2nnc3n(Cc4ccccc4Cl)c(=O)c4ccccc4n23)CC1,6,26,9,0.7,0,-3,6,-9,-0.1
C=CCn1c(O)c(N=Nc2ccccc2)c2ccccc21,10,3,2,0.3,14,9,6,3,-1.3
CCc1cc(=O)oc2cc(OCC(=O)NCCCN3CCCC3=O)c(Cl)cc12,-9,-12,1,0.2,0,3,9,-11,-0.3
O=C(O)c1cccc(NC(=S)NC(=O)c2cccc(OCc3ccccc3)c2)c1,5,-3,9,-0.5,0,6,0,-7,-0.9
O=C(OCc1ccc2c(c1)OCO2)c1ccc(S(=O)(=O)N2CCCC2)cc1,-15,16,-5,0.7,-7,-5,17,-2,0.5
COc1cccc(-n2ccnc2SCC(=O)Nc2ccc(Cl)c(Cl)c2)c1,-17,/,0,0.6,-4,-26,8,17,/
COCCNC(=O)c1cccc2c1-c1ccccc1C2=O,-6,-4,6,0.4,-1,-1,1,-8,0.2
CC(C(=O)Nc1ncc2c(n1)CC(C)(C)CC2=O)N1C(=O)c2ccccc2C1=O (stereo not drawn),-1,4,-5,0.0,-1,-5,1,-5,0.3
Cc1cccnc1NC(=S)Nc1ccc(Br)cc1Cl,10,-14,-8,-0.3,-2,-3,0,-4,0.0
COc1ccc(Br)cc1C(C[N+](=O)[O-])c1c(N)n(C)c(=O)n(C)c1=O (stereo not drawn),6,-17,7,-1.4,-2,9,4,-4,-2.2
CCN(CC)S(=O)(=O)c1cccc(-c2nc3n(n2)Cc2ccccc2-3)c1,4,10,-1,-0.8,3,1,1,19,1.1
O=C(Cc1cccc2ccccc12)Nc1ccc2c(c1)C(=O)NC2=O,-30,/,-1,0.4,-4,/,1,-5,/
CC(=O)c1ccccc1NC(=O)COC(=O)/C=C/c1ccc(OC(F)F)cc1,-2,7,-4,0.1,1,-17,8,5,0.7
O=C(Nc1ccccc1C(=O)O)c1cccc(NC(=O)c2ccccc2Br)c1,-1,/,-5,-0.2,3,/,6,-19,/
O=C(CCNC(=O)c1ccc(Br)o1)NC1CCCC1,2,10,1,0.8,-5,2,0,3,-0.8
Cc1ccccc1OCCCC(=O)Nc1ccccc1C(F)(F)F,4,-9,3,0.8,2,-3,3,4,0.6

# 19 structures out of the list, sorted by molar mass, smallest number first:
SMILES,D1 antagonist,D2 antag,TRHR enhancer,TRHR agonist,D1 potentiator,D2 PAM,D1 agonist,RXFP1 antag,D2 agonist
O=C(N/N=C1\CCc2ccccc21)c1ccccc1O,-7,-9,1,0.8,2,-17,0,-4,0.4
C=CCn1c(O)c(N=Nc2ccccc2)c2ccccc21,10,3,2,0.3,14,9,6,3,-1.3
COCCNC(=O)c1cccc2c1-c1ccccc1C2=O,-6,-4,6,0.4,-1,-1,1,-8,0.2
Cc1ccc(CNC(=O)c2ccc(Br)o2)cc1,-1,4,-3,-1.2,-4,-6,5,1,-2.5
CC(NC(=O)COC(=O)CCc1ccccc1)c1ccccc1 (stereo not drawn),1,35*,-2,-0.9,1,-25,0,-2,-0.8
O=C(CCNC(=O)c1ccc(Br)o1)NC1CCCC1,2,10,1,0.8,-5,2,0,3,-0.8
O=C(Cc1cccc2ccccc12)Nc1ccc2c(c1)C(=O)NC2=O,-30,/,-1,0.4,-4,/,1,-5,/
Cc1ccccc1OCCCC(=O)Nc1ccccc1C(F)(F)F,4,-9,3,0.8,2,-3,3,4,0.6
Cc1cccnc1NC(=S)Nc1ccc(Br)cc1Cl,10,-14,-8,-0.3,-2,-3,0,-4,0.0
CCN(CC)S(=O)(=O)c1cccc(-c2nc3n(n2)Cc2ccccc2-3)c1,4,10,-1,-0.8,3,1,1,19,1.1
CC(=O)c1ccccc1NC(=O)COC(=O)/C=C/c1ccc(OC(F)F)cc1,-2,7,-4,0.1,1,-17,8,5,0.7
CC(C(=O)Nc1ncc2c(n1)CC(C)(C)CC2=O)N1C(=O)c2ccccc2C1=O (stereo not drawn),-1,4,-5,0.0,-1,-5,1,-5,0.3
O=C(O)c1cccc(NC(=S)NC(=O)c2cccc(OCc3ccccc3)c2)c1,5,-3,9,-0.5,0,6,0,-7,-0.9
CCc1cc(=O)oc2cc(OCC(=O)NCCCN3CCCC3=O)c(Cl)cc12,-9,-12,1,0.2,0,3,9,-11,-0.3
COc1cccc(-n2ccnc2SCC(=O)Nc2ccc(Cl)c(Cl)c2)c1,-17,/,0,0.6,-4,-26,8,17,/
COc1ccc(Br)cc1C(C[N+](=O)[O-])c1c(N)n(C)c(=O)n(C)c1=O (stereo not drawn),6,-17,7,-1.4,-2,9,4,-4,-2.2
COC(=O)c1cc(NS(=O)(=O)c2cccs2)cc(NS(=O)(=O)c2cccs2)c1,-23,-5,-8,0.0,1,-2,3,15,-0.3
CCn1cc(/C=C(\NC(=O)c2ccc(C)cc2)C(=O)NCCN2CCOCC2)c2ccccc21,-3,6,2,0.5,1,8,1,-5,-0.6
CN1CCN(CCCNC(=O)CCc2nnc3n(Cc4ccccc4Cl)c(=O)c4ccccc4n23)CC1,6,26,9,0.7,0,-3,6,-9,-0.1
